# Source: PubChem (University of Kansas High Throughput Screening Laboratory)
# Pf apPOL block = Pf-apPOL DNA polymerase inhibition; Recombinant Pf-apPOL, molecular beacon fluorescence, 1.5 h; inhibition, % at 10 µM; AID 1794808; 210,000 tested, 0.25% active
# mHTT CaM bind = disrupts binding of mutant huntingtin to calmodulin. AlphaScreen His-mHTT/GST-CaM binding, luminescence. inhibition, % at 15 µM. 190,000 tested, 3.6% active;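 also: 0% = both proteins with DMSO and 100% = one protein alone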
# Target sequence (P42858 whole entry, looked up, stated change not applied): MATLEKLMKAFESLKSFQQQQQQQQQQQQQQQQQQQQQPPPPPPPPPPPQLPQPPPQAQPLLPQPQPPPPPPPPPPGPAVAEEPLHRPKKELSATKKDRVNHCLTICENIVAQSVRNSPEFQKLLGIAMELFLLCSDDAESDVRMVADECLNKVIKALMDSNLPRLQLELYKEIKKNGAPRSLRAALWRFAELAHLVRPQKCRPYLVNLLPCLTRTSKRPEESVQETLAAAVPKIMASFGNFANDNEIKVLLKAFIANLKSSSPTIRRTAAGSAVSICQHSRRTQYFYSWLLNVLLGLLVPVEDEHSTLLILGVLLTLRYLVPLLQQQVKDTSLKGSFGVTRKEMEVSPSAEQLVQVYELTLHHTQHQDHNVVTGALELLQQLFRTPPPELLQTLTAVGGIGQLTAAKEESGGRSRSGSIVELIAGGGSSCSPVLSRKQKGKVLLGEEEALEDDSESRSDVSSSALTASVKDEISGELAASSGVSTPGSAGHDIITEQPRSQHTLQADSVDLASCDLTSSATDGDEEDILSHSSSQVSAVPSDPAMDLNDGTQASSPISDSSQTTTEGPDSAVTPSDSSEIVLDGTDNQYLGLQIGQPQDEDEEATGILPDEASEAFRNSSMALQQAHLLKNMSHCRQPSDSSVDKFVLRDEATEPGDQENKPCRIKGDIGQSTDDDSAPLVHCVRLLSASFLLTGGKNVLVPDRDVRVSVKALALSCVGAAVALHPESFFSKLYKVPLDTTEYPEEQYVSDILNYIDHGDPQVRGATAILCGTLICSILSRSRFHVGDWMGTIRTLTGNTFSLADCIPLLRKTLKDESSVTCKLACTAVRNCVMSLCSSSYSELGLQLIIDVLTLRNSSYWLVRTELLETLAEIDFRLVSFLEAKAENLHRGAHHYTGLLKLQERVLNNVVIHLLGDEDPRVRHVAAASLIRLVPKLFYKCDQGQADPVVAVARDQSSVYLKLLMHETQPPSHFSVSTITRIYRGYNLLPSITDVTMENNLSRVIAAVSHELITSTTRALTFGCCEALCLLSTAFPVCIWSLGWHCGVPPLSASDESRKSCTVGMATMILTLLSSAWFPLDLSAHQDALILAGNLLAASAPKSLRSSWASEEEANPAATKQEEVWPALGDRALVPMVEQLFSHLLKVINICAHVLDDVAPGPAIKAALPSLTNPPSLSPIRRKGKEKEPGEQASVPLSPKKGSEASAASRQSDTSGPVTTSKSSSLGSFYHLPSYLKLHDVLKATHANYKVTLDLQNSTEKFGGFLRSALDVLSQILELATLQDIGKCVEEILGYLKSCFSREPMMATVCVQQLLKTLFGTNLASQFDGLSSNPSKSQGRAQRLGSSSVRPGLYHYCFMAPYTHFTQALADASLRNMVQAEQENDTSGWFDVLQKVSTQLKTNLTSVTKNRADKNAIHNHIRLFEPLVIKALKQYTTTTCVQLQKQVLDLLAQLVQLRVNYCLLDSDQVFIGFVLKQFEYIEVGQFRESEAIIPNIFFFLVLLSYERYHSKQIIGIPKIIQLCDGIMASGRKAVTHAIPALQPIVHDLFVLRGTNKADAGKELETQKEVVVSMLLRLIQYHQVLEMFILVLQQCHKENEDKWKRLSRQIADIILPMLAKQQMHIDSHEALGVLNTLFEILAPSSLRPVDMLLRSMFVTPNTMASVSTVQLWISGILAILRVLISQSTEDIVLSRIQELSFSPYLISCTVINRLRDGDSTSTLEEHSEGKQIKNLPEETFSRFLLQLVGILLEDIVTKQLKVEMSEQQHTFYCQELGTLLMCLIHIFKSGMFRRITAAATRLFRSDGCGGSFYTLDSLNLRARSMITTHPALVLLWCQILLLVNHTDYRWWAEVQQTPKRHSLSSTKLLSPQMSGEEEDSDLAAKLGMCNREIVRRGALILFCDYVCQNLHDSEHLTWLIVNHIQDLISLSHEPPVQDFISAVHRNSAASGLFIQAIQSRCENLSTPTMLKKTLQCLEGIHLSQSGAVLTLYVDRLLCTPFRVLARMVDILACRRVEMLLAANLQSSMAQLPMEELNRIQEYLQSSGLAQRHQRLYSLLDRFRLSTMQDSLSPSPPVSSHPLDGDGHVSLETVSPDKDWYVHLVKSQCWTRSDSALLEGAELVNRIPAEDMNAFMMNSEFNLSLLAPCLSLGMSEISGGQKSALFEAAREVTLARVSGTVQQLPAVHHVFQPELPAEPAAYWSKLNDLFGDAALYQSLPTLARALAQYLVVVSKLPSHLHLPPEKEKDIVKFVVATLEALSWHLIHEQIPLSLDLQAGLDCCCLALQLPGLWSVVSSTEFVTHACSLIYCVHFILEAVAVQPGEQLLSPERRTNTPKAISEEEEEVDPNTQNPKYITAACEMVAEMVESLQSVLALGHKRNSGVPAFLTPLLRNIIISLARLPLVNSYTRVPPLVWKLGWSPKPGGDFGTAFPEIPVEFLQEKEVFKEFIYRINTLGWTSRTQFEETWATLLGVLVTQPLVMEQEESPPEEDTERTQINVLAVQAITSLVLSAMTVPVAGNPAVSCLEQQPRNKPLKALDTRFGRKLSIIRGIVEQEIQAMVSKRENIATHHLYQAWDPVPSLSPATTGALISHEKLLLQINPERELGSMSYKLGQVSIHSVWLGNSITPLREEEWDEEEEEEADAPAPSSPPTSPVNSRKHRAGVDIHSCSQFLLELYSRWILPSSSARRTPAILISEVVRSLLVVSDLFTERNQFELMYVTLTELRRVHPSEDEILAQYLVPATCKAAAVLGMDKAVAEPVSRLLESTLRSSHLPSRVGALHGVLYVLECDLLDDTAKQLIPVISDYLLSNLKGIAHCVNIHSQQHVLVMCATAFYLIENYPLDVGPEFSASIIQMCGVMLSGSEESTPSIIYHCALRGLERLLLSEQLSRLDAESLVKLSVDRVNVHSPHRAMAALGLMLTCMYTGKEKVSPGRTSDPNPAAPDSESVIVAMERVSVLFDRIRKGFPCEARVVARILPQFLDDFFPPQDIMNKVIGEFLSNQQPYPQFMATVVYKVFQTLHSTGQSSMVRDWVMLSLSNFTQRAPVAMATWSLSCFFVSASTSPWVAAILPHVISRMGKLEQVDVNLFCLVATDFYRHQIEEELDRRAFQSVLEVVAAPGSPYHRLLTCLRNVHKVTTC
# * marks the source's active call; other numbers are inactive results; . = no result given; & = joins results of further samples. Rule as the data show it: active = inhibition above about 50%; inactive = the rest. These rows are one share of the data. The share of hits here may be higher or lower than overall.
SMILES,Pf apPOL block,mHTT CaM bind
CCC(=O)NCC1CCCN(C(=O)NC2CCCCC2)C1 (stereo unspecified),1,-4
COc1cccc(OC)c1C(=O)Oc1ccc2c(c1)OC(=Cc1ccc(C)o1)C2=O,1,2
O=C(Nc1ccccn1)c1ccc(SC2CCCCC2)c([N+](=O)[O-])c1,-10&4,14&3
CCN(Cc1ccncc1)C(=O)c1ccc(-c2ccc(F)c(F)c2)s1,-4,17
O=C(NC1CC1)c1ccc(OCC2CCCN2C(=O)c2ccc(F)c(Cl)c2)cc1 (stereo unspecified),2,25
COc1ccc(S(=O)(=O)Nc2ccc(NS(=O)(=O)c3ccc(OC)cc3)cc2)cc1,-13,-3
COc1ccc(NC(=O)C2CCN(c3ccc(C)c(Cl)c3)C2=O)cc1 (stereo unspecified),0,8
O=C(NC1CCCC1)C(c1cc2c(cc1[N+](=O)[O-])OCO2)N1CCCCC1 (stereo unspecified),-4,9
CCCC1=NN(c2ccccc2)C(=O)/C1=C/c1ccc(OC)cc1OC,14,5
CCn1nccc1C(=O)N1CCCn2cc(-c3ccccc3)nc21,-2,4
COc1cc(Br)cc2c1OC1(C)CC2NC(=O)N1c1ccc(F)cc1 (stereo unspecified),-2,2
O=C1NC(=S)N2C(=O)CCC12 (stereo unspecified),.,-4
C[C@@H]1COc2cccc(N3CCSCC3)c2S(=O)(=O)N1C,2,-4
COCCNC(=O)c1cc(-c2ccc(OC)c(OC)c2)on1,-4,4
COc1ccc(OC)c(C2C=C(Nc3ccccc3)C(=O)N2c2ccccc2)c1 (stereo unspecified),-7,5
CC(CNC(=O)c1ccc2c(c1)nc1n2CCCC1)c1ccccc1 (stereo unspecified),1,3
CS(=O)(=O)N(CC(=O)Nc1ccc2c(c1)OCO2)c1ccc(Oc2ccccc2)cc1,-6,33
COc1cccc(CNC(=O)C2(C)CCCN(C(=O)c3cccc(Cl)c3)C2)c1 (stereo unspecified),-4,-11
Cc1ccc(NC(=O)c2c(C)sc3c(=O)n(C4CCCCC4)cnc23)c(C)c1,2,-1
COc1ccc(S(=O)(=O)Nc2cccc(C(C)=O)c2)cc1,2,1
C[C@@H]1CCC(=O)N(CC[C@H](N=[N+]=[N-])c2ccccc2)CC1,-5,-1
CCCN1C(=O)Cc2ccccc2C1C(=O)NCc1cccc(C)c1 (stereo unspecified),1,2
Cc1ccc(-c2nc(-c3ccccc3)no2)cc1,4,-8
Cc1ccc(C(=O)N2CCCC2c2nc(-c3ccccc3)n[nH]2)s1 (stereo unspecified),-7,-5
CCCc1nc(-c2c(C)cc(C)nc2NC(=O)c2ccc(C(F)(F)F)cc2)no1,-4,-2
CCOC(=O)N1CCN(Cc2ccc([N+](=O)[O-])cc2)CC1,-3,0
O=C(c1cccs1)N1CCn2c(nnc2-c2ccccc2)C1,-9,-1
O=c1cccnn1CCNS(=O)(=O)c1ccccc1C(F)(F)F,-5,-8
O=C(NC1CC1)C1CCCN(C(=O)c2cc(-c3ccccc3)on2)C1 (stereo unspecified),0,-7
O=C(CN1CCCC1)Nc1cccc(Cl)c1,5,-4
CC(C)(C)C1CCc2c(sc3nn[nH]c(=O)c23)C1 (stereo unspecified),.,0
Cc1c(OCc2ccc(C(=O)O)o2)ccc2c3c(c(=O)oc12)CCCC3,6,9
COc1ccc(CNC(=O)c2[nH]c3ccccc3c2NC(=O)c2cccc(C)c2)cc1OC,-12,10
CCCNc1cc(N2CCCC(CCC(=O)NC3CCCC3)C2)ncn1 (stereo unspecified),-2,0
CCNc1cc(N2CCC(CCC(=O)NCCN3CCN(C)CC3)CC2)ncn1,-1,5
O=C(CCCOc1ccccc1)N1CCN(c2ccccc2F)CC1,-5,3
Cc1ccc(Oc2ncccc2NC(=O)CN2CCC(NC(=O)c3ccccc3)CC2)c2c1CCC2,-8,.
CCCn1c(=O)c(C(=O)NCc2ccccc2Cl)c(O)c2ccccc21,-4,4
O=C1C2C3c4ccccc4C([N+](=O)[O-])(c4ccccc43)C2C(=O)N1c1ccc(O)cc1 (stereo unspecified),-9,29
Cc1cc(C)cc(NC(=O)N2CCC(n3c(-c4ccoc4)nc4cccnc43)C2)c1 (stereo unspecified),-2,5
CCCCN(C)Cc1c(O)ccc2c1OC(=Cc1ccncc1)C2=O,-6,-2
CN1CCN(C(=O)CC(C(=O)N2CCc3ccccc32)n2ccnc2)CC1 (stereo unspecified),-8,0
N#CC(=Cc1ccc(OC(=O)c2ccc(Cl)cc2Cl)cc1)C(=O)c1cccs1,-7,.
C=C(C)CN1CCN(c2ncnc3sc4c(c23)CC(C)CC4)CC1 (stereo unspecified),-15,2
CCn1c(=N)c(C(=O)NCCc2ccccc2)cc2c(=O)n3ccccc3nc21,5,-1
Cc1cc(OC(=O)C(C)C)c([N+](=O)[O-])c(=O)[nH]1,2,0
Cc1c(Cc2ccccc2)c(=O)oc2cc(O)ccc12,-4,-7
Cc1nc2ccc(NC(=O)NC3CCCCC3)cc2nc1C,-12,26
COc1ccc(-n2ccn3cc(-c4ccc(Br)cc4)nc3c2=O)cc1,-1,-4
COc1ccc(C2=C/C(=C\c3ccccc3[N+](=O)[O-])C(=O)O2)c(OC)c1,12,27

# Next section.
SMILES,Pf apPOL block,mHTT CaM bind
Cn1c(CN2CCN(C(=O)Nc3ccc(C(C)(C)C)cc3)CC2)nc2ccccc21,-7,22
COc1ccc(CC(=O)N2CC3(C)CC2CC(C)(C)C3)cc1 (stereo unspecified),-2,1
CC(C)OCCCNC(=O)c1ccc(CS(=O)(=O)Cc2ccccc2Cl)o1,-18,-5
CCCC(=O)NCc1ccccc1Cl,-6,-4
CCc1nc2ccccc2c(NC(=O)CN2CCCCCC2)c1C,0,0
CC(C)n1c(C2CCN(C(=O)Nc3ccc4c(c3)CCC4)C2)nc2ccncc21 (stereo unspecified),5,18
OCC1OC(n2cnc3c2NC=NCC3O)CC1O (stereo unspecified),-2,.
COc1ccccc1Nc1c([N+](=O)[O-])c2nonc2c2nonc12,3,14
COc1ccc(-c2[nH]nc3c2C2(C(=O)Nc4ccccc42)C(C#N)=C(N)O3)cc1OC (stereo unspecified),-8,0
O=C(CCN1C(=O)c2cccnc2C1=O)NC1CCCC1,-69,8
N#Cc1c(Cl)cccc1Oc1ccc(-c2ccnc(N)n2)cc1,-4,.
COCCNC(=O)N1CCN(Cc2nc3cccnc3n2-c2ccccc2)CC1,-3,-7
O=C1Nc2ccc(Br)cc2C1=CC(=O)c1ccc2c(c1)OCO2,4,.
CCOc1ccc(NC(=O)CC2Sc3ccccc3NC2=O)cc1 (stereo unspecified),2,2
O=C(CN1N=C(c2ccc(Cl)cc2)CCC1=O)NCCN1CCc2ccccc2C1,-9,52*
CN(C)C(=O)c1cc(N2CCOCC2)nc2ccccc12,1,-4
COc1ccc(CNC(=O)C2CCCN(C(=O)c3cccc(C(F)(F)F)c3)C2)cc1 (stereo unspecified),-31,35
CCOc1ccc(C(=O)N2CCN(c3nc(CN4CCC(C)CC4)cs3)CC2)cc1,-2,10
Cc1noc(NC(=O)c2ccc(C(F)(F)F)cc2)c1[N+](=O)[O-],4,.
O=C(c1ccccc1Cl)N1CCN(Cc2ccc3c(c2)OCO3)CC1,0,-4
Cn1cnnc1SCC(=O)Nc1ccc(S(=O)(=O)Nc2nccs2)cc1,-1,-3
COc1cccc(C=C2Oc3c(ccc(O)c3CN3CCN(C)CC3)C2=O)c1,-10,18
O=C(NCCCc1ccccc1)N1CCOCC1,-4,5
O=C(Nc1cccc(C(=O)N2CCCC2)c1)C1CCCC1,1,-4
Cc1ccccc1C(=O)Nc1c2c(nn1-c1cccc(C)c1C)CS(=O)(=O)C2,-4,3
CSC(N)=Nc1ccccc1,-4,.
O=C(NCCc1ccncc1)C1CCCN(c2nnc3ccccn23)C1 (stereo unspecified),-10,2
CCOc1cc(OCC)cc(C(=O)Nc2ccc(C)cc2)c1,-5,-30
Cc1ccc2oc(-c3cccc(NC(=O)c4ccccc4[N+](=O)[O-])c3)nc2c1,-2,1
CC(C)C(C(=O)O)N1C(=O)c2c(Cl)c(Cl)c(Cl)c(Cl)c2C1=O (stereo unspecified),0,4
Cc1cccc(N2CCN(C(=O)c3ccc(Cn4cncn4)cc3)CC2)c1C,-3,12
CN1[C@@H](Cc2ccccc2)COc2cccc(N3CCCC3)c2S1(=O)=O,-4,28
CC(C)CCNC(=O)c1nc(-c2cccc(F)c2)n2c1CCCCC2,0,34
O=C(Cc1c(F)cccc1Cl)c1ccc(O)cc1O,40,-5
Cc1ccc(-c2ccc(/C=C/[N+](=O)[O-])o2)c(Br)c1,1,79*
O=C(NCCOc1cc(N2CCCC2)ncn1)c1ccccc1C(F)(F)F,-7,-7
COc1ccc([N+](=O)[O-])cc1NC(=O)COc1ccc(C)cc1,-19,-2
CC1=NN(c2nc(-c3ccccc3)cs2)C(=O)/C1=C/c1ccco1,9,76*
COc1ccccc1/C=C/C(=O)Nc1ccc(Cl)cn1,1,23
COc1cc(OC)c(OC)cc1C=Nc1ccccc1C(=O)O,7,5

# Overlap with the part before: 2 compounds; new compounds follow.
SMILES,Pf apPOL block,mHTT CaM bind
COc1ccccc1/C=C/C(=O)Nc1ccc(Cl)cn1,1,23
COc1cc(OC)c(OC)cc1C=Nc1ccccc1C(=O)O,7,5
Cc1cccc(C)c1NC(=O)C1(NC(=O)c2ccn[nH]2)CCCCC1,0,-3
CCOc1cccc2sc(NC(=O)c3ccc(F)c(F)c3)nc12,1,-10
Cc1cccc(CSc2nnc3ccc(-c4ccncc4)nn23)c1,2,0
CCCN1C(=O)Cc2ccccc2C1C(=O)NCc1cc(F)cc(F)c1 (stereo unspecified),-3,-8
CCN1CCn2c(nc3cc(C(=O)Nc4ccc(Br)cc4)ccc32)C1=O,-1,-4
COCCNC(=O)C1COC2(CCC(C)CC2)N1C(=O)c1ccc(Cl)cc1 (stereo unspecified),1,-2
CCCCOC1(c2ccccc2)OC(=O)c2ccccc21 (stereo unspecified),0,-77
CN1CCN(C(=O)c2nn3c(C(F)(F)F)cc(-c4ccc(Cl)cc4)nc3c2Cl)CC1,0,-3
CC(C)c1cc(N2CCOCC2)cc2c1[nH]c1ccccc12,2,42
CCC(=O)N1CCc2sc(S(=O)(=O)Nc3ccccc3CC)cc2C1,-2,1
Cc1noc(C)c1C1CCCN1C(=O)Cc1ccc(Cl)cc1 (stereo unspecified),4,2
Cc1nc(N2CCOCC2)c2c(C)c(C(=O)Nc3cccc(Cl)c3C)sc2n1,-4,-5
O=C(CSc1nc2[nH]ncc2c(=O)n1-c1cccc(C(F)(F)F)c1)NCc1ccco1,-3,13
FC(F)(F)c1ccc(NCn2nnc3ccccc32)cc1,-10&-5,.
O=C(Nc1ccc(F)cc1)N1CCC2(CC1)Nc1cc(F)ccc1-n1cccc12,0,48
COc1ccc(C(O)c2nc3ccccc3n2C)cc1OC (stereo unspecified),5,-6
CCn1c(C(=O)NCc2ccccn2)cc2sc(Br)cc21,-16,49
CCCN1CCC(=O)N([C@H](CO)c2ccccc2)CC1,-1,-4
CSc1nnc2c(n1)OC(/C=C/c1ccco1)Nc1ccc(Br)cc1-2 (stereo unspecified),-3,92*
Cc1nnc2cc(N3CCN(Cc4cccc(C(F)(F)F)c4)CC3)cnn12,2,31
Cc1cc(C)nc(NC(=O)c2cc3ccccc3o2)n1,-16,38
N#Cc1cc(C#N)c(SCC(=O)c2ccc(Br)cc2)nc1N,3,37
Cc1nc2ccccc2nc(C)c1=NOCc1ccc(F)cc1Cl,1,-31
CC(C)c1ccc(C(=O)Nc2nnc3ccccn23)cc1,-3,65*
CCN(CC)CCCC(C)Nc1ncnc(N)c1[N+](=O)[O-] (stereo unspecified),4,-3
c1ccc(-c2[nH]nc(-c3cccnc3)c2-c2nc3ccccc3[nH]2)cc1,2,48
COc1ccc(NC(=O)c2oc3ccc(S(=O)(=O)N4CCCCC4)cc3c2C)cc1,-2,23
O=C(CSc1nccc(C(F)(F)F)n1)Nc1ccc(Br)cc1,7,.
CCCSc1nc2c(cnn2-c2ccc(Cl)cc2)c(=O)[nH]1,0,10
O=C1OC(c2ccco2)=N/C1=C/c1ccc(Cl)c(Cl)c1,-3,2
CCOC(=O)c1ccc(NC(=O)CN2CCC(C)CC2)cc1,2,-6
COc1cccc(OCCOc2ccc(F)cc2)c1,1,-118
COc1c(C(C)C)cc(N)cc1C(C)C,-3,17
Cc1cc2c3c(cccc3n1)C(=O)c1ccccc1-2,-12,.
COC(=O)c1ccc(C2C3=C(CC(C)(C)CC3=O)Nc3ncnn32)cc1 (stereo unspecified),-3,-10
COc1cc2sc3ccccc3c(=O)c2cc1OC,-2,11
Cc1nn(CC(=O)N2CCN(c3ccc(F)cc3)CC2)c(C)c1[N+](=O)[O-],3,5
CC(C)C(=O)Nc1cccc(N2CCCN(Cc3cc(F)ccc3F)C2=O)c1,-3,1

# 16 entries from above, sorted by formula weight, ascending.
SMILES,Pf apPOL block,mHTT CaM bind
Cc1cc(OC(=O)C(C)C)c([N+](=O)[O-])c(=O)[nH]1,2,0
CC(C)c1ccc(C(=O)Nc2nnc3ccccn23)cc1,-3,65*
Cc1nc2ccc(NC(=O)NC3CCCCC3)cc2nc1C,-12,26
COc1ccc(CC(=O)N2CC3(C)CC2CC(C)(C)C3)cc1 (stereo unspecified),-2,1
Cc1cccc(CSc2nnc3ccc(-c4ccncc4)nn23)c1,2,0
Cc1ccc(C(=O)N2CCCC2c2nc(-c3ccccc3)n[nH]2)s1 (stereo unspecified),-7,-5
O=C(CCCOc1ccccc1)N1CCN(c2ccccc2F)CC1,-5,3
O=C(c1ccccc1Cl)N1CCN(Cc2ccc3c(c2)OCO3)CC1,0,-4
Cc1nn(CC(=O)N2CCN(c3ccc(F)cc3)CC2)c(C)c1[N+](=O)[O-],3,5
CN1CCN(C(=O)CC(C(=O)N2CCc3ccccc32)n2ccnc2)CC1 (stereo unspecified),-8,0
N#Cc1cc(C#N)c(SCC(=O)c2ccc(Br)cc2)nc1N,3,37
COc1cccc(C=C2Oc3c(ccc(O)c3CN3CCN(C)CC3)C2=O)c1,-10,18
CC(C)C(C(=O)O)N1C(=O)c2c(Cl)c(Cl)c(Cl)c(Cl)c2C1=O (stereo unspecified),0,4
Cc1ccccc1C(=O)Nc1c2c(nn1-c1cccc(C)c1C)CS(=O)(=O)C2,-4,3
CCCc1nc(-c2c(C)cc(C)nc2NC(=O)c2ccc(C(F)(F)F)cc2)no1,-4,-2
CC(C)OCCCNC(=O)c1ccc(CS(=O)(=O)Cc2ccccc2Cl)o1,-18,-5
